# Bioassay records from PubChem BioAssay.
# CCHFV vOTU inh: CCHFV vOTU protease inhibitors, primary screen, biochemical, Pep-AMC substrate, fluorescence | inhibition, % at 11.5 µM | hit rate 0.55% among 370,000; further: 0% = vehicle wells with enzyme and 100% = no enzyme wells
# Mtb BioA inh: M. tuberculosis BioA enzyme inhibitors, primary screen, biochemical, plate reader, single point, HTS. hit rate 0.096% among 360,000. purified M. tuberculosis BioA enzyme. 7,8-diaminopelargonic acid synthase BioA (Mycobacterium tuberculosis). inhibition, % at 9.99 µM; in the data active means inhibition above about 40%; inconclusive means no clear call, values can overlap the other calls
# BoNT F protease: BoNT/F light chain protease inhibitors, primary screen, biochemical, flow cytometry, MLPCN library. inhibition, % at 10 µM. Multiplex microsphere protease cleavage assay. hit rate 0.22% among 360,000; in the data active means inhibition above about 35%, passing the limit was not always enough; inconclusive means no clear call, values can overlap the other calls; further: plate controls were buffer without enzyme for full effect and enzyme alone for no effect
# UGM FP inh: M. tuberculosis UGM enzyme inhibitors, primary screen, biochemical, fluorescence polarization, single point | UDP-galactopyranose mutase (Mycobacterium tuberculosis (strain ATCC 25618 / H37Rv)), … | purified UGM, fluorescence polarization probe displacement | inhibition, % at 10 µM | hit rate 0.06% among 320,000 | AID 504406, 2011; in the data active means inhibition above about 10%, passing the limit was not always enough; inconclusive means no clear call, values can overlap the other calls
# Target sequence (P9WIQ1 whole entry, looked up): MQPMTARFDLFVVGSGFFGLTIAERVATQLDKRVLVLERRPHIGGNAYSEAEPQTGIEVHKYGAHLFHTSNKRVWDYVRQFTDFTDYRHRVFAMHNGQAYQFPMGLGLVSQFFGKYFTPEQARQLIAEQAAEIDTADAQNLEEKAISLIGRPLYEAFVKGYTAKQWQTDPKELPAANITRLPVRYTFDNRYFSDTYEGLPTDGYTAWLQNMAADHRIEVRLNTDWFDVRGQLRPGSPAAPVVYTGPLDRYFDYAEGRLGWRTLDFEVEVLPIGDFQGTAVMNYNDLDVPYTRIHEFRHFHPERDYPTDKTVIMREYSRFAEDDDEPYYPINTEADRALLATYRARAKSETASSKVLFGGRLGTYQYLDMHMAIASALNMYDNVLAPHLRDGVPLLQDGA
# GDH-TPI counter: GDH-TPI coupling enzyme inhibitors, primary screen, artefact control for M. tuberculosis FBA inhibitor project, biochemical, absorbance, full deck; inhibition, % at 4.8 µM; AID 588335, 2011; hit rate 1.2% among 360,000; GDH-TPI coupled enzyme counterscreen, NADH absorbance;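 further: 0% = DMSO wells and 100% = wells lacking the enzyme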
# BoNT-A LC inh2: BoNT/A light chain protease inhibitors, primary screen, biochemical, flow cytometry, MLPCN library; Botulinum neurotoxin type A light chain protease (Clostridium botulinum A str. ATCC 3502); multiplex microsphere protease substrate cleavage; inhibition, % at 10 µM; hit rate 0.17% among 360,000; AID 588499, 2011; in the data active means inhibition above about 30%; inconclusive means no clear call, values can overlap the other calls; further: plate controls were buffer without enzyme for full effect and enzyme alone for no effect
# Mtb FBA inh: Mtb FBA enzyme inhibitors, primary screen, biochemical, fluorescence, strain H37Rv; hit rate 2.3% among 360,000; Fructose-bisphosphate aldolase (Mycobacterium tuberculosis (strain ATCC 25618 / H37Rv)), …; inhibition, % at 1 µM; purified M. tuberculosis FBA, fluorescence read-out; AID 588726, 2011; in the data active means inhibition above about 27%;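 further: 0% = vehicle and 100% = reference inhibitor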
# Target sequence (P9WQA3 whole entry, looked up): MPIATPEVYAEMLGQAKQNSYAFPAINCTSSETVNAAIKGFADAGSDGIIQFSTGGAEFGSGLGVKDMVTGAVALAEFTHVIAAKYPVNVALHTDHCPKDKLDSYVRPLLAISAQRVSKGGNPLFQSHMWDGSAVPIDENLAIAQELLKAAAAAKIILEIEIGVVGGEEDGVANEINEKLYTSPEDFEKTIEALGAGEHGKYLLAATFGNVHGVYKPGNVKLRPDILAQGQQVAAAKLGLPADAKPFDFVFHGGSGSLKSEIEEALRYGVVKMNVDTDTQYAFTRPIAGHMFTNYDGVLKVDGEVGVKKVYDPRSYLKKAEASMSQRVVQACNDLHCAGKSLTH
# PrPC TRFRET: inhibitors of human cell surface prion protein PrPC, primary screen, cell-based, TR-FRET. inhibition, % at 13.8 µM. hit rate 0.43% among 370,000. TR-FRET read-out. AID 720596, 2013. Major prion protein (Homo sapiens), P04156; in the data active means inhibition above about 24%; further: 0% = median of the test wells and 100% = reference compound wells
# FadD28 binding: inhibitors of FadD28 bisubstrate probe binding, primary screen, biochemical, fluorescence polarization, single point. hit rate 0.22% among 360,000. AID 588549, 2011. Mycobacterium tuberculosis FadD28 fatty-acid-AMP ligase. inhibition, % at 12.5 µM; in the data active means inhibition above about 8.5%, passing the limit was not always enough; inconclusive means no clear call, values can overlap the other calls
# * = called active by the depositor; ? = inconclusive; nt = no result given. Unless noted, no stated cut-off is given here; in the data, active means inhibition above about 30%; inactive means the rest. Compounds as they come; any-hit rate near 4.8%.
SMILES,CCHFV vOTU inh,Mtb BioA inh,BoNT F protease,UGM FP inh,GDH-TPI counter,BoNT-A LC inh2,Mtb FBA inh,PrPC TRFRET,FadD28 binding
O=C(c1cc(=O)[nH]c2ccccc12)N1CCN(S(=O)(=O)c2ccc3ccccc3c2)CC1,-15,1.5,-4,-0.8,19,-0.1,4,-4,-1.3
COc1ccc(OC)c(S(=O)(=O)N2CCC(C(=O)N3CCc4ccccc4C3)CC2)c1,15,nt,-10,-0.9,1,-0.4,1,1,-4.7
COc1ccc(S(=O)(=O)N2CCCCC2)cc1NS(=O)(=O)c1ccccc1,-1,3.3,3,-1.9,0,0.2,4,1,-0.7
Cc1ccccc1NC(=O)CSc1ccc2nnc(-c3ccccn3)n2n1,0,0.2,4,-3.2,-6,-2.0,2,1,-4.2
C=C[C@@H]1c2ccccc2N(S(=O)(=O)c2ccc(C)cc2)[C@H](c2ccc(OC(C)=O)cc2)C1(C#N)C#N,16,15,-4,0.6,3,-0.2,-3,19,-0.9
Cc1onc(C(=O)NN)c1-c1csc(COc2ccccc2)n1,0,nt,nt,-0.9,5,nt,4,9,-2.7
O=C(N/C(=C\c1ccc(Br)cc1)C(=O)N1CCOCC1)c1ccc([N+](=O)[O-])cc1,6,1.0,-9,-1.1,14,-4.1,1,-26,-3.1
CCOC(=O)/C(C#N)=C/Nc1cc(OC)ccc1OC,12,nt,2,1.3,30,0.5,-2,7,-1.8
COc1cc2ccccc2ccc1=NO,2,1.3,-5,nt,16,-0.5,1,-10,0.1
O=C(Cc1ccsc1)Nc1ccccc1F,-8,-0.6,-1,-0.8,-7,0.8,2,-5,-2.9
CCc1ccc(NC(=O)Nc2cccc(OC)c2)cc1,2,-1.4,-4,-2.0,4,0.5,-1,10,0.1
Cc1ccc(S(=O)(=O)N2CCOCC2)cc1NC(=O)COc1cccc(Oc2ccccc2)c1,7,-0.8,-1,-0.6,-1,2.6,-3,11,-1.3
C=C1C(=O)O[C@H]2[C@H]1[C@H](OC(=O)/C(C)=C\C)C[C@]1(CO1)[C@@H]1[C@H](OC(C)=O)C=C(C)[C@]21O,-5,nt,3,nt,9,0.1,1,1,0.2
COc1ccc(NC(=O)c2c(-c3c(Cl)cccc3Cl)noc2C)c(OC)c1,-1,-1.0,-2,-2.4,8,1.6,-1,4,0.7
COc1ccc(S(=O)(=O)N2CCCCC2c2cc(C(=O)Nc3ccc(OC)cc3C)no2)cc1 (configuration not stated),17,-0.2,-10,nt,6,-1.1,2,14,1.3
COc1cccc(/C=N/NC(=O)c2cnn(-c3ccccc3)c2N)c1,-7,3.5,-7,3.4,9,0.0,-2,0,-0.7
O=S(=O)(/N=C(\c1ccccc1F)N1CCCCC1)c1ccccc1,-22,-2.5,-4,0.9,6,-1.2,-3,-3,-2.7
CN1C(=O)N(C)C2C1NC(=O)N2C (configuration not stated),-1,-0.4,-1,-1.5,7,-0.2,-1,0,0.6
COc1ccc(C2(CNC(=O)c3ccc(OC)c([N+](=O)[O-])c3)CCOCC2)cc1OC,-1,23,4,-3.0,16,?,1,-15,0.4
Cc1cc(C(=O)N2CCN(Cc3ccccc3)CC2)ccc1[N+](=O)[O-],2,1.0,-7,0.6,7,-1.2,3,-8,-1.2
CCCNC(=O)N1CCC(C(=O)c2ccc(Cl)cc2)CC1,11,1.4,9,-1.6,1,0.5,1,7,0.5
Cc1ccc(Cn2ncc3c(NCCCN4CCOCC4)ncnc32)cc1,3,1.6,4,2.1,-6,0.1,0,4,-5.6
CCCC(=O)N(C)c1nnc(-c2ccc(OC)cc2)s1,4,-2.9,-5,-3.0,-1,0.4,7,1,-4.2
Cc1ccc(O)c(C(=O)C=Cc2ccccc2)c1,-1,nt,9,nt,13,-0.3,5,3,0.1
COc1cc(OC)cc(-c2nnc(N(C)C(=O)c3ccncc3)s2)c1,-17,nt,2,-3.4,-1,-0.2,0,-6,-1.5
N#Cc1ccccc1OCC(=O)NCCNC(=O)COc1ccccc1C#N,1,0.2,-5,-0.2,-5,1.0,0,-5,-1.1
CCCC(=O)Nc1sc(C(=O)Nc2cccc(N)c2)c(C)c1C(=O)OC,-6,0.0,1,-3.3,-2,-0.1,0,23,-0.8
COC(=O)c1ccc(-c2csc(NC(=O)C3=COCCO3)n2)cc1,17,1.1,-4,3.6,10,2.4,3,-2,-2.0
Cc1cccnc1NS(=O)(=O)c1ccccc1,-9,-1.8,-5,nt,8,0.3,6,1,-0.8
COc1ccc2nc(SCC(=O)NC3CCCC3)c(C)cc2c1,2,-0.7,-2,-1.9,0,0.6,1,7,-6.5

# Fetched one by one from above, four records:
SMILES,CCHFV vOTU inh,Mtb BioA inh,BoNT F protease,UGM FP inh,GDH-TPI counter,BoNT-A LC inh2,Mtb FBA inh,PrPC TRFRET,FadD28 binding
CCCC(=O)Nc1sc(C(=O)Nc2cccc(N)c2)c(C)c1C(=O)OC,-6,0.0,1,-3.3,-2,-0.1,0,23,-0.8
COc1ccc2nc(SCC(=O)NC3CCCC3)c(C)cc2c1,2,-0.7,-2,-1.9,0,0.6,1,7,-6.5
N#Cc1ccccc1OCC(=O)NCCNC(=O)COc1ccccc1C#N,1,0.2,-5,-0.2,-5,1.0,0,-5,-1.1
COc1cccc(/C=N/NC(=O)c2cnn(-c3ccccc3)c2N)c1,-7,3.5,-7,3.4,9,0.0,-2,0,-0.7

# Further entries follow:
SMILES,CCHFV vOTU inh,Mtb BioA inh,BoNT F protease,UGM FP inh,GDH-TPI counter,BoNT-A LC inh2,Mtb FBA inh,PrPC TRFRET,FadD28 binding
Cc1nn(Cc2cccc(C(=O)N3CCCC(C)C3)c2)c(C)c1[N+](=O)[O-] (configuration not stated),13,nt,-8,1.0,-3,-1.2,3,6,-0.7
Cc1cc(/C=N\NC(=O)CC(=O)NC2CCCCC2)c(C)n1-c1cccc(Cl)c1Cl,8,4.3,2,2.3,10,-1.0,7,-2,1.1
Brc1ccc(-c2noc3c2-c2nc(C4CCCCC4)sc2CC3)cc1,-9,-0.7,-7,-0.2,4,-0.9,0,0,-4.0
COc1cc(S(=O)(=O)NCC2COCCO2)ccc1-n1cnnn1 (configuration not stated),-7,-0.6,1,-1.8,4,0.5,-2,5,-2.7
CCC(C(=O)NC(C)(C)C)N(Cc1ccc(F)cc1)C(=O)c1snc(C(N)=O)c1N (configuration not stated),-9,-0.2,?,1.4,24,-5.0,4,0,-1.3
O=C1c2cccc3cccc(c23)C(=O)N1CCCc1n[nH]c(=S)n1-c1ccccc1,4,nt,0,-3.8,-1,-0.1,2,3,1.0
O=C(CN1CCN(C(=O)C2CC2)CC1)Nc1ccc(Cl)cc1F,-2,nt,1,nt,5,1.7,-3,-2,-0.8
CC(C)C1N=C2c3ccccc3N=C(SCC#N)N2C1=O (configuration not stated),2,1.8,11,-3.0,8,0.8,17,3,0.5
COc1ccccc1NC(=O)C1CCN(c2ncnc3c2nc2n3CCCCC2)CC1,-1,-0.4,3,2.5,4,-0.2,-1,4,-0.5
Cc1ccc(NCc2ccccc2O)c(C)c1,-1,nt,-6,1.0,2,-1.1,-2,-3,-2.6
N=c1sccn1Cc1ccccc1F,-10,-1.2,-2,-3.5,8,-0.1,0,3,0.6
CC(C)c1nc(SCC(=O)NC2CCCC2)c2ccccc2n1,4,2.0,4,-0.4,11,-0.9,-1,16,-0.1
COc1cc(C(=O)Nc2ccc3nc4n(c(=O)c3c2)CCCCC4)cc(OC)c1OC,-2,4.6,4,0.8,9,5.9,1,-1,-6.2
O=C(NCC(O)c1ccccc1)Nc1cccs1 (configuration not stated),-17,0.2,25,1.2,0,-2.9,1,-4,0.8
O=C(NC1CCCCC1)c1ccc(-c2cn[nH]c2)c2ccoc12,-2,-0.3,-6,nt,4,0.0,24,16,-3.6
Cc1c2ccccc2nc2c(F)c(NCCO)c(F)c(F)c12,14,-6.1,-37,nt,13,0.5,0,-10,1.4
NC(=O)NC(CC(=O)NNC(=O)c1cccs1)c1ccc(Cl)cc1 (configuration not stated),-5,-0.1,-4,-1.1,1,-0.2,3,1,-1.8
CCCCCc1c(C)nc(SCC(=O)O)[nH]c1=O,4,nt,-4,1.6,4,0.2,1,-2,-1.4
CC(=O)N1CCOc2ccc(S(=O)(=O)NCCc3cccc(C)c3)cc21,2,0.0,4,0.4,3,-0.5,0,3,-2.3
Cc1ccc(SCCC(=O)N(C)CC(=O)Nc2c(C)cccc2C)cc1,4,-0.3,-14,3.7,-1,-1.3,0,4,-2.9
Cc1nc2c(C#N)c(-c3ccc(Cl)cc3)ccn2n1,-14,nt,3,-0.5,5,0.1,12,-19,-0.4
COc1ccc(CCNC2CC(=O)N(C3CCCCC3)C2=O)cc1OC (configuration not stated),0,-0.1,-7,1.6,-1,-2.5,-1,-4,-1.6
O=c1ccsn1Cc1ccccc1,8,nt,-6,0.6,10,1.1,2,-4,1.4
CCOC(=O)C1=C(C)N=c2s/c(=C/c3ccccc3)c(=O)n2C1c1ccc(OC)c(OC)c1 (configuration not stated),10,0.3,-6,-0.7,3,1.4,0,-1,-0.5
COc1ccc(OCC(=O)N2CCCC(CO)(CCOc3ccccc3)C2)cc1 (configuration not stated),-3,1.6,-1,-0.9,5,0.3,-2,2,-0.6
NC(=O)C1CCN(C(=O)c2ccc3c(=O)n(Cc4cccc(Br)c4)c(=S)[nH]c3c2)CC1,-3,0.9,-7,0.3,5,-3.0,1,10,-6.3
COc1ccccc1NS(=O)(=O)c1cc(NC(=O)COc2ccccc2)ccc1N1CCOCC1,14,-1.4,-1,-1.0,-4,0.0,-3,-5,-3.5
O=[N+]([O-])c1cccc(-c2ccc(/C=N/Nc3nc(N4CCCCC4)nc(N4CCCCC4)n3)o2)c1,1,nt,-6,0.3,25,1.3,2,5,-1.2
Cc1ccc(NC(=O)CSc2ncccn2)cc1S(=O)(=O)N1CCCCC1,14,nt,13,-0.8,1,9.7,1,-1,-1.6
COc1cccc(C2=NOC(C(=O)Nc3ccc(OC)c(OC)c3)C2)c1 (configuration not stated),-10,1.2,-2,-1.0,-3,0.7,2,7,-1.9
COc1cccc(N2C(=O)CN(Cc3ccccc3)C2=S)c1,-5,-0.3,15,-0.8,-10,-0.6,-1,4,-2.3
Cc1ccc(C(=O)C(C)OC(=O)Cc2c[nH]c3ccccc23)cc1 (configuration not stated),10,1.0,-10,-1.7,8,1.8,-1,2,3.0
COC(=O)c1ccc(CNC(=O)C2CCC(=O)N(Cc3cccc(F)c3)C2)cc1 (configuration not stated),-7,0.7,-1,-1.8,-2,-1.3,0,0,nt
O=C(COC(=O)c1cc(Cl)nc(Cl)c1)NC1CCCCCC1,-2,11,0,1.7,-5,0.1,2,6,-1.9
CC(OC(=O)/C=C/c1ccccc1)C(=O)N1CCc2ccccc21 (configuration not stated),-8,-0.5,3,-1.2,6,2.0,3,7,-2.2
O=C(C(c1ccccc1)c1ccccc1)N1CCN(c2ccccn2)CC1,9,nt,-2,0.1,8,0.2,4,-14,-1.1
COCCNC(=O)c1ccc(CSCc2cccc(Cl)c2)o1,7,1.2,-1,-5.9,-12,-0.5,-5,-2,-4.4
CCCCn1c(N)c(N(CCOC)C(=O)CCC2CCCCC2)c(=O)[nH]c1=O,-7,1.1,-7,0.8,-4,-0.2,2,1,0.2
Cc1cccc(OCC(=O)Nc2sc3c(c2C#N)CCC3)c1,7,1.6,-10,0.9,15,0.2,-1,1,-2.4
CC(C)(C)NC(=S)N/N=C/c1cccnc1,-2,nt,3,-3.8,5,0.4,-1,0,-2.3
